# ERG-DNA inh = qHTS for Small Molecule Inhibitors of the ERG Ets/DNA interaction; 370,000 tested, 0.028% active; fluorescence polarization, His-ERG Ets domain / labelled DNA; AID 624246, 2012; Potency, µM (top dose mostly 76.9 µM), for the others: at the highest dose FP activity, negative = inhibition, hits mostly inhibitors; Transcriptional regulator ERG (Homo sapiens), P11308; active means well fitted inhibition curve with a large enough effect in the polarisation, with a control signal flat; inconclusive means small, poorly fitted or top-dose-only effect, or effect the other way, or a change in a side signal; inactive means no such curve, though single readings can be large or run the other way; the % refers to the polarisation;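 further: polarization taken with two DNA probes labelled with fluorescein and Texas red; potency means the concentration at half of the fitted maximal effect; % of control where 0% means no effect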
#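 His-tagged ERG Ets domain (1 uM in the protein solution; 300mM KCl, 50mM Tris-HCl, 1mM EDTA, 1mM DTT, pH 7.5) received compound, then a probe mix of 5 nM fluorescein-DNA and 100nM Texas-615-DNA. Fluorescence polarization was read for both dyes.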
# TRHR agonist = qHTS for Small Molecule Agonists and Allosteric Enhancers of Human TRH Receptor: Primary Screen for Agonists; Thyrotropin-releasing hormone receptor (Homo sapiens), P34981; activation, % at 2 µM; 360,000 tested, 0.18% active; TRHR cells, calcium flux fluo-8, FDSS agonist mode; in the data active means activation above about 30%; further: 0% is about no effect
#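 TRHR-expressing cells loaded with fluo-8 calcium dye; 23 nL library compound pin-transferred, kinetic FDSS fluorescence (Ex 480/Em 530) recorded about 180 s for agonist-induced calcium release, before a 10 nM TRH EC20 addition for potentiator mode.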
# POLI inh = qHTS for Inhibitors of Polymerase Iota | Pol iota fluorescent replication assay, 10 min | Potency, µM (highest dose often 115 µM), for inactives: at the top dose activity, negative = inhibition, most hits filed as inhibitors | 390,000 tested, 1% active; further: potency means the concentration at half of the fitted maximal effect
#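 Pol iota at 10 nM preincubated 15 min with compounds at room temperature; reaction started with fluorescent substrate, 50 nM final. Fluorescence read kinetically at 0 and 10 min; buffer-only wells as negative control.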
# Apoferritin bind = qHTS Assay for Identification of Novel General Anesthetics; 350,000 tested, 0.074% active; Potency, µM (highest dose often 77.5 µM), inactives show top-dose activity change, negative = displacement, most hits filed as inhibitors; apoferritin/1-aminoanthracene competitive binding, fluorescence; further: potency means the concentration at half of the fitted maximal effect; on the % scale 0 is the no-effect control and ±100 the full control effect; nearly all actives have a fitted effect of over 20% in size
#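 Concentration-response curves derived by four-parameter Hill fitting of normalized fluorescence, where compounds displaced 1-AMA from 10 uM horse apoferritin following a brief 10 min room-temperature incubation; propofol titration acted as positive control.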
# BLM inh = qHTS Assay for Inhibitors of Bloom's syndrome helicase (BLM); RecQ-like DNA helicase BLM (Homo sapiens), P54132; recombinant BLM DNA unwinding, fluorescence dequenching; Potency, µM (doses to about 56.1 µM), for inactives: top-dose activity change, negative = inhibition, usual class: inhibitors; 350,000 tested, 0.2% active; AID 2528, 2010;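 further: potency means the concentration at half of the fitted maximal effect; plate controls were vehicle for no effect and no enzyme for full effect; nearly all actives have a fitted effect of over 35% in size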
# Target sequence (P54132 whole entry, looked up): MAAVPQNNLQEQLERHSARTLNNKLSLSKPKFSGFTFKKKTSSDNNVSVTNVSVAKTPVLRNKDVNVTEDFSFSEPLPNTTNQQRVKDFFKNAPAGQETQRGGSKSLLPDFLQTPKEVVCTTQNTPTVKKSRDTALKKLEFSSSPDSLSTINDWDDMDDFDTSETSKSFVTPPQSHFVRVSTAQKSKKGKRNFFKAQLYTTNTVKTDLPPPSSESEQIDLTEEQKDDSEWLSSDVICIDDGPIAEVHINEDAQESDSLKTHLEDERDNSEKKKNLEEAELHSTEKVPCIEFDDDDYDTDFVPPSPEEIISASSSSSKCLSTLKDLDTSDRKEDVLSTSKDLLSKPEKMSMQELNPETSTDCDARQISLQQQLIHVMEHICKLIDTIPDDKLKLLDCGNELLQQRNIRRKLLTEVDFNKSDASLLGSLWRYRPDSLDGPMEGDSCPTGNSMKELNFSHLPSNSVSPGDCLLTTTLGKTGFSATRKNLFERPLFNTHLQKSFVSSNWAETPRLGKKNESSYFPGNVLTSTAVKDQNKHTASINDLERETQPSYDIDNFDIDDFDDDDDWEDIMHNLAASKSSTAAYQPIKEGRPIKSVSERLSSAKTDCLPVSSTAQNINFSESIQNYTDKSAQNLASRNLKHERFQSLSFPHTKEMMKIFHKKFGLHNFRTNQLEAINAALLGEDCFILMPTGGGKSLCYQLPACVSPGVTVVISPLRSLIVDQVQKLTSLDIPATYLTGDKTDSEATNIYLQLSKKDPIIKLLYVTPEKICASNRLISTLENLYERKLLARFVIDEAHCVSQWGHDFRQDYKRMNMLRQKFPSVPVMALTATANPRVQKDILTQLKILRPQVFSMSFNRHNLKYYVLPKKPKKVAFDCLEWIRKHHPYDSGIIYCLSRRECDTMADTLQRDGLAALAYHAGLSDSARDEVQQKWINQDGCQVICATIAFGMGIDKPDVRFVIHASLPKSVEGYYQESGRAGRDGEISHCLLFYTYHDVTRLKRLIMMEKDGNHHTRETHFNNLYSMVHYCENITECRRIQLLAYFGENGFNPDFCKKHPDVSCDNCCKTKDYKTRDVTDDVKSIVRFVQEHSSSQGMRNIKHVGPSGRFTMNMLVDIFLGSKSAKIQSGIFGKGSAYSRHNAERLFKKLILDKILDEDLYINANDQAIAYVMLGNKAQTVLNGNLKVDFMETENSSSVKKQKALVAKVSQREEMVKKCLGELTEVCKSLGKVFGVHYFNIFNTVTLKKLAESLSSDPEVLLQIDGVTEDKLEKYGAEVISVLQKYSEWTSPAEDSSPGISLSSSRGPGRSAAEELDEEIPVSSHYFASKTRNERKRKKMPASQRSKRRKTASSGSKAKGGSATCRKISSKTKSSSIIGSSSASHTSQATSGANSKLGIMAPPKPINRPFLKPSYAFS
# Pol kappa inh = qHTS for Inhibitors of Polymerase Kappa. DNA polymerase kappa (Homo sapiens), Q9UBT6. purified Pol kappa, fluorescent DNA synthesis assay, 10 min. Potency, µM (top dose mostly 107 µM), for inactives: at the highest dose activity, negative = inhibition, hits mostly inhibitors. 400,000 tested, 0.53% active; further: potency means the concentration at half of the fitted maximal effect; on the % scale 0 is the no-effect control and ±100 the full control effect
#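 Fluorescent qHTS in 1536-well format: enzyme (10 nM) and compound sat 15 min at room temperature before 50 nM substrate (final) was added. Signal taken at 0 and 10 min; no-enzyme buffer wells were negative controls.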
# 12-LOX inh = Primary qHTS assay for inhibitors of human arachidonate 12S-lipoxygenase (ALOX12): Round 2; Polyunsaturated fatty acid lipoxygenase ALOX12 (Homo sapiens), P18054; purified 12hLO, xylenol orange hydroperoxide absorbance; Potency, µM (titrated, usually from 108 µM), for the others: at the highest dose activity change, negative = inhibition, most hits filed as inhibitors; 580,000 tested, 1.1% active; AID 1671190, 2021; further: potency means the concentration at half of the fitted maximal effect; on the % scale 0 is the no-effect control and ±100 the full control effect
#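 Purified human 12hLO (150 nM final) in 25 mM Hepes, 0.01% Triton X-100, pH 7.0 was preincubated 15 min at room temperature with compound. Then 40 uM arachidonic acid was added, 30 min. Hydroperoxide was read by Fe-XO absorbance ratio 573/405 nm.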
# Pol beta inh = qHTS Assay for Inhibitors of DNA Polymerase Beta; P06746; Pol beta primer extension/strand displacement, fluorescence kinetic; Potency, µM (series often up to 114 µM), for the others: at the highest dose activity change, negative = inhibition, most hits filed as inhibitors; 340,000 tested, 1.3% active; further: potency means the concentration at half of the fitted maximal effect; on the % scale 0 is the no-effect control and ±100 the full control effect
#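 Preincubation: enzyme (10 nM) with compound, 15 min, RT. Reaction: substrate added to 50 nM final. Reads: 0 and 10 min. Analysis: normalized, Hill fit.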
# APEX1 inh = qHTS Assay for Inhibitors of the Human Apurinic/apyrimidinic Endonuclease 1 (APE1) | recombinant APE1, TAMRA/BHQ-2 abasic DNA cleavage fluorescence | Potency, µM (titrated, usually from 65.8 µM), for inactives: top-dose activity change, negative = inhibition, usual class: inhibitors | 350,000 tested, 0.35% active | AID 2517, 2012;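 further: potency means the concentration at half of the fitted maximal effect; plate controls were vehicle for no effect and reference inhibitor for full effect; nearly all actives have a fitted effect of over 55% in size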
#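 Step 1: APE1 (0.75 nM) with compound, 15 min RT. Step 2: add 50 nM fluorophore/quencher THF duplex. Step 3: three fluorescence reads 60 s apart (525/598 nm); read 3 minus read 1 = reaction progress.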
# Starred values were filed as active, the others as inactive; ? = inconclusive; · = no result given; & = joins results of further samples; [ ] = another dose, or the depositor's remark. Unless noted, the call rests on the fitted dose curve; in most records, active means well fitted curve in the direction sought with a large enough effect; inconclusive means small, poorly fitted or top-dose-only effect, or another doubt; inactive means no such curve, though single readings can be large; an effect the other way counts as inactive or inconclusive. Not all compounds are listed; rates above refer to the full screens.
SMILES,ERG-DNA inh,TRHR agonist,POLI inh,Apoferritin bind,BLM inh,Pol kappa inh,12-LOX inh,Pol beta inh,APEX1 inh
O=c1cc(/C=C/c2c(F)cccc2Cl)[nH]c2ccccc12,-9%,0.4,13%,3%,2%,-10%,-19%,27%,6%
COc1ccccc1-c1nnc(C2CCN(C(=O)c3ccc(Cl)cc3)CC2)o1,-2%,-0.5,10%,-4%,-1%,-4%,-21%,22%,·
Nc1nonc1C(=O)NCCNc1ccc([N+](=O)[O-])cn1,-4%,0.3,117%[activator],-15%,-3%,1%,-12%,?,19%
CCOc1ccc(C[C@H]2NC(=O)CCSSC[C@@H](C(=O)N3CCC[C@H]3C(=O)N[C@@H](CCCN)C(=O)NCC(N)=O)NC(=O)[C@H](CC(N)=O)NC(=O)[C@H]([C@@H](C)O)NC(=O)[C@H]([C@@H](C)CC)NC2=O)cc1,·,·,·,-5%,-6%,-7%[12 µM],·,·,13%
COc1ccc(N(CC(=O)Nc2ccccc2SC)S(C)(=O)=O)cc1OC,-3%,-0.3,50%[activator],9%,-2%,-18%,0%,0%,?
Cc1cc(C)cc(NC(=O)COc2cccc3c(=O)n(C)ccc23)c1,4%,-0.1,19%,-17%,-3%,-6%[60.1 µM],-14%,27%,·
CC(C)(C)c1ccc(C(=O)Nc2ccc(CN3CCS(=O)(=O)CC3)cc2)cc1,5%,0.4,-9%,-18%,-14%,4%,178%[activator],4%,1%
Cc1sc(NC(=O)COc2ccccc2)c(C#N)c1-c1ccccc1,0%,-0.1,9%,-5%,1%,2%,15%,-4%,-3%
O=C(CN(Cc1ccccc1)S(=O)(=O)c1ccccc1)N/N=C/c1ccccc1C(=O)O,-4%,0.4,10%,0%,-4%,-9%,-9%,39%,4%
O=C1NN=C(c2ccc(Cl)cc2)CC1c1cccc(Cl)c1 (stereo not drawn),1%,0.0,-9%,-20%,4%,-5%,-23%,0%,-4%
CCOC(=O)N1CCC(NC(=O)Cn2cc3c(n2)CCC(C)C3)CC1 (stereo not drawn),-1%,0.2,10%,14%,6%,-1%,-12%,16%,-3%
O=C(CSc1nnc(Nc2ccccc2)s1)NC1CCS(=O)(=O)C1 (stereo not drawn),-1%,·,-8%,·,·,5%,?,·,-3%
CCn1c(C)c(C)c2cc(C(=O)NCCc3cc(OC)c(OC)c(OC)c3)ccc21,?,-0.5,6%,1%,-3%,15%,-25%,12%,·
CN(C(=O)c1cccc(NC(=O)Cc2ccc(NC(=O)C3CCN(C(=O)C4CCCC4)CC3)cc2)c1)C1CCC1,0%,·,17%,·,·,-18%,7%,·,·
O=C(CSc1ccsc1[N+](=O)[O-])NCc1ccco1,10%,0.4,?,-5%,-5%,79µM*,?,?,-6%
CCN1c2ccccc2N(C)C1(C)c1ccccc1 (stereo not drawn),-25%,2.0,?,-6%,-2%,-20%,·,?,-5%
COC(=O)c1cccc(C23CC4(C2)[C@H](CN(C)[C@@H]4c2ccccc2)C3c2ccccc2)c1 (stereo partly drawn),20%,0.0,-19%,2%&6%,-8%&-3%,19%,0%,5%,-3%&3%
CCOC(=O)C[C@H]1c2ccccc2S(=O)(=O)N1c1ccccc1,-3%,·,13%&16%,·,·,5%&3%,?,·,·
S=C(NCc1ccc(Cl)cc1)NCc1ccco1,2%,-0.6,18%,?,-4%,-14%,?,-11%,38%
CC(O/N=C\c1ccccc1O)C(=O)Nc1ccccc1C(=O)N1CCOCC1 (stereo not drawn),·,-0.5,15%,-10%,-2%,-16%,1%,12%,1%

# Complete entries, looked up by structure. Order of values: ERG-DNA inh, TRHR agonist, POLI inh, Apoferritin bind, BLM inh, Pol kappa inh, 12-LOX inh, Pol beta inh, APEX1 inh
# Shown for O=C(CSc1nnc(Nc2ccccc2)s1)NC1CCS(=O)(=O)C1 (stereo not drawn) → -1%, ·, -8%, ·, ·, 5%, ?, ·, -3%
# Shown for CCOC(=O)N1CCC(NC(=O)Cn2cc3c(n2)CCC(C)C3)CC1 (stereo not drawn) → -1%, 0.2, 10%, 14%, 6%, -1%, -12%, 16%, -3%

# The main list resumes, repeating the two entries before the break.
SMILES,ERG-DNA inh,TRHR agonist,POLI inh,Apoferritin bind,BLM inh,Pol kappa inh,12-LOX inh,Pol beta inh,APEX1 inh
S=C(NCc1ccc(Cl)cc1)NCc1ccco1,2%,-0.6,18%,?,-4%,-14%,?,-11%,38%
CC(O/N=C\c1ccccc1O)C(=O)Nc1ccccc1C(=O)N1CCOCC1 (stereo not drawn),·,-0.5,15%,-10%,-2%,-16%,1%,12%,1%
CC1CN(C(=O)c2ccc(COc3ccccc3Br)o2)CC(C)O1 (stereo not drawn),-4%,-0.9,-2%,-9%,2%,-8%,-1%,2%,-6%
Fc1cccc(Nc2nc3ccccc3n3cnnc23)c1,0%,0.2,0%,-1%,-3%,-9%,9%,-23%,5%
Cc1cc(NC(=O)CCC(=O)N(Cc2ccco2)C(C(=O)NC2CCCCC2)c2cccs2)no1 (stereo not drawn),-12%,-1.4,42%[activator],-17%,2%,5%,-28%,4%,2%
c1cc2c3c(cccc3c1)C(N1CCOCC1)=N2,2%,1.1,66%[activator],110%[activator],-7%,-11%,0%,-14%,-4%
COc1ccc(NC(=O)C2CCCN2S(=O)(=O)c2ccc(F)cc2)cc1 (stereo not drawn),1%,0.2,33%[activator],-5%,2%,-21%,73%,22%,1%
CCc1ccc(CNC(=O)C2CCN(C(=O)c3ccc(-n4ccc5ccccc54)s3)CC2)cc1,1%,1.0,?,106%[activator],-5%,?,?,14%,·
COc1ccc(S(=O)(=O)N2CCOCC2)cc1NC(=O)CSc1ccccc1,-1%,-0.1,23%,-14%,-4%,-4%,-20%,9%,6%
COc1ccc(CN2CCNC(=O)C2CC(=O)N2CCc3ccccc3C2)c(OC)c1 (stereo not drawn),8%,-2.0,27%,-10%,0%,9%,-5%,48%,12%
CCc1ccc(NC(=O)C(C)OC(=O)/C=C/c2cccc([N+](=O)[O-])c2)cc1 (stereo not drawn),1%,-0.1,147%[activator],-2%,-1%,-15%,-10%,-1%,-4%
O=C(CCC(=O)N(CC(=O)NC1CCCC1)Cc1ccc2c(c1)OCO2)Nc1ccccn1,-3%,-1.1,22%,-1%,-1%,-4%,251%[activator],2%,0%
CN(C)c1ccc(CNC(=O)C2CCN(C(=O)c3ccc(-n4ccc5ccccc54)s3)CC2)cc1,1%,-0.1,8%,50%[activator],-9%,-21%,1%,4%,·
CCOC(=O)c1ccc(NS(=O)(=O)c2cnc[nH]2)cc1,4%,0.3,9%,3%,0%,-11%,8%,5%,0%
CCCc1cc(NCCCn2ccnc2)n2nc(C)c(-c3ccccc3)c2n1,-6%,-0.4,38%[activator],-12%,-3%,-13%,122%[activator],2%,-6%
Cc1cc2cc(CNC(=O)Cc3ccc([N+](=O)[O-])cc3)ccc2n1C,-15%,-0.1,13%,-16%,-8%,-4%,-21%,-29%,-3%
CCc1ccc(N2CC(C(=O)OCC(=O)NNC(=O)c3ccccc3)CC2=O)cc1 (stereo not drawn),16%,-0.3,29%,·,·,-3%,11%,·,9%
CCCN(CCO)Cc1cccc(Oc2ccccc2)c1,-3%,-0.1,0%,-6%,-1%,-4%,-5%,-1%,-3%
CCCCCCn1c2c(c(=N)c3c1CCC3)CCC2,1%,0.9,2%[58.9 µM],-11%,-6%,-17%,-10%,10%,1%
Cc1ccccc1Nc1nc(N)nc(COC(=O)C(NC(=O)c2ccco2)C(C)C)n1 (stereo not drawn),-2%,0.2,18%,-15%,-2%,-8%,9%,-15%,3%
CCSc1nc(C2CC2)cc(-c2cccs2)c1C#N,-11%,0.9,8%,?,-8%,-6%,-9%,-3%,-1%
NC(=O)c1nsc(C(=O)N(CC(=O)NC2CCCCC2)c2cccc(F)c2)c1N,5%,-0.6,41%[activator],-19%,-3%,7%,4%,4%,-13%
CC(C)(C)C(=O)NNC(=O)c1cc(C(C)(C)C)nn1Cc1ccccc1,1%,0.0,9%[58.9 µM],-4%,-3%,-13%,80%[activator],4%,0%
N#C/C=C(/N)c1ccc(Br)cc1,-9%,-0.7,-16%,-16%,-2%,-25%,0%,2%,-5%
Cn1c2c(c(=O)n3ncnc13)CCCC2,1%,1.0,138%[activator],6%,-2%,-7%,148%[activator],-4%,-2%
CC(C)c1nc(CNC(=O)C2CCC(=O)N(Cc3ccc(Cl)cc3)C2)no1 (stereo not drawn),-4%,-1.5,10%,-2%,0%,-12%,2%,12%,0%
COc1ccc(-n2c(C)cc(C(=O)COC(=O)c3cc(NC(=O)c4cccs4)c(OC)c(OC)c3)c2C)cc1,-7%,0.0,24%,1%,-1%,10%,-8%,0%,19%
CNC(=O)C(=O)N/N=C/c1ccc(Br)cc1,2%,-1.3,-13%,-10%,-3%,-6%,0%,-8%,6%
COc1ccc(-c2nnc(NC(=O)CSc3ccc(C)cc3)s2)cc1OC,-2%,0.0,9%,-10%,-1%,-13%,-13%,24%,3%
Cc1cc(C)c2c(=O)n(CC(=O)Nc3cccc(Cl)c3C)sc2n1,6%,3.6,?,-13%,-5%,-2%,0.71µM*,-9%,-3%
Cc1cc(C)c2cc(C(c3nnnn3CC3CCCO3)N3CCN4CCCC4C3)c(=O)[nH]c2c1 (stereo not drawn),-28%,0.0,-12%,?,-2%,-8%,-26%,-1%,2%
COC(=O)c1cc(S(=O)(=O)NCc2cc(OC)c(OC)c(OC)c2)cn1C,-5%,0.2,73%[activator],-5%,2%,16%,-1%,3%,22%
